# Screening data deposited in PubChem BioAssay by National Center for Advancing Translational Sciences (NCATS).
# GLP1R inv ag: acts as inverse agonist at human GLP-1 receptor | 410,000 tested, 1.6% active | HEK293 GLP-1R CRE-luciferase, luminescence, 24 h; GLP-1R form is constitutively active | Potency, µM (top dose mostly 38.3 µM), without a hit: at the highest dose activity change, negative = inhibition, hits mostly inhibitors | AID 624417 | P43220; note: potency is the fitted concentration of half-maximal effect; % is set by controls: 0 for no effect and ±100 for the full control effect; nearly all actives have a fitted effect of over 55% in size
# Target sequence (P43220 whole entry, looked up): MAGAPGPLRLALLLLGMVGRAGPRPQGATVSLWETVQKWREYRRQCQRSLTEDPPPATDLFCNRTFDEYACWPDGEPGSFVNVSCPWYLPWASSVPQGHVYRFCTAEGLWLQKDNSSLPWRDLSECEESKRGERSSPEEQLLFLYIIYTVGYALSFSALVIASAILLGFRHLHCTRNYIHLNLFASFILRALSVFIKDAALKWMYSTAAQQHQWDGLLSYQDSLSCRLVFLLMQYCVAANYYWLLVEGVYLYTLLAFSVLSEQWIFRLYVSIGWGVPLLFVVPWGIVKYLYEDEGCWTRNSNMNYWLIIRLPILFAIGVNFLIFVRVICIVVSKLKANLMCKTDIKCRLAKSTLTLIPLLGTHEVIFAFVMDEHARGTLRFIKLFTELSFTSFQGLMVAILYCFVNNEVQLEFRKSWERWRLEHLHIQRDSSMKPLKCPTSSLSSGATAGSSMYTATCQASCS
#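 Inverse agonists were sought by their lowering of basal cAMP reporter luciferase output in HEK293 cells stably carrying constitutively active human GLP-1R, after 24 h compound treatment.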
# DRD3 antagonist: antagonists of human D3 dopamine receptor | 360,000 tested, 2.5% active | max response, negative = inhibition, % | D3R cells, DiscoveRx beta-arrestin luminescence, antagonist mode; hits give low values | P35462; in the data active = max response below about -50%; inconclusive = no clear call, values can overlap the other calls; note: % is set by controls: 0 for no effect and ±100 for the full control effect; mostly tested at two doses, the higher about 12 µM
# Target sequence (P35462 whole entry, looked up): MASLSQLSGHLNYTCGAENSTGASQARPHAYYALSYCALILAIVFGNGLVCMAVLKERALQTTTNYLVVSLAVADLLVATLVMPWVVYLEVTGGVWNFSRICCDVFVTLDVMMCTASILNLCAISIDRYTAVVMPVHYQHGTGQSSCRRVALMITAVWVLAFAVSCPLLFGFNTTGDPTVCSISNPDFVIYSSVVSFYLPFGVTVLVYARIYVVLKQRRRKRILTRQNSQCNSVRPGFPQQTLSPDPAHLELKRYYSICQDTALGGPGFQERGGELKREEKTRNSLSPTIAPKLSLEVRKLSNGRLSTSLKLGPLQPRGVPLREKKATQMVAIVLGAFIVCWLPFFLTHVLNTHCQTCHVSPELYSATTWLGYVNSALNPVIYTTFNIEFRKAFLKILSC
#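 Cells expressing the human receptor were seeded at 1500 cells/well, incubated overnight at 37 degrees C in 5% CO2, then exposed to library compounds with dopamine controls for 90 minutes at 37 degrees C before luminescent detection.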
# IL2 activator: activates IL-2 in a cell-based reporter assay; IL-2 activation reporter assay, cell-based qHTS; stimulated with anti-CD3/CD4/CD28 beads; in transgenic mouse T cells; activation, % (series mostly up to about 46 µM); 360,000 tested, 0.065% active; in the data active = activation above about 50%; inconclusive = mostly about 30% to 49%; note: 0% is about no effect
#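 Screening format: compound pinned onto unstimulated transgenic mouse T cells, 60 min incubation, then anti-CD3/anti-CD4/anti-CD28 bead stimulation for 18 hours at 37 degrees C, followed by EGFP and DsRed detection.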
# WRN inhibitor: blocks human WRN helicase; Q14191; WRN helicase unwinding, fluorescent forked duplex, kinetic; Potency, µM (series often up to 114 µM), for inactives: at the top dose activity change, negative = inhibition, hits mostly inhibitors; 360,000 tested, 0.46% active; note: potency is the fitted concentration of half-maximal effect; % is set by controls: 0 for no effect and ±100 for the full control effect; nearly all actives have a fitted effect of over 55% in size
#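 Kinetic red-fluorescence monitoring (525/598 nm) tracks WRN helicase activity after 100 nM fluorophore-quencher forked duplex and 2 mM ATP are added to 20 nM enzyme pretreated 15 min at room temperature with compound.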
# GLP1R cytotox: cytotoxicity in counter-screen for GLP-1R inverse agonists; HEK293 cAMP-luciferase reporter cells, luminescence, 24 h; Potency, µM (highest dose often 38.3 µM), without a hit: at the top dose activity change, negative = inhibition, usual class: inhibitors; 410,000 tested, 0.13% active; AID 624418;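 note: loss of luciferase light is scored as toxicity; potency is the fitted concentration of half-maximal effect; % is set by controls: 0 for no effect and ±100 for the full control effect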
#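 1536-well qHTS counterscreen of the MLSMR; 200 cells/uL, 12 h pre-incubation, 23 nL cpd, 24 h at 37 deg C 5% CO2, luciferase detection reagent, 12 min RT, luminescence. Inhibition = undesired.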
# GLP1R ag: activates the human GLP-1 receptor | P43220 | HEK293 GLP-1R CRE-luciferase, luminescence, 4-6 h; cells express a hypersensitive GLP-1R form | Potency, µM (top dose mostly 45.6 µM), inactives show top-dose activation, hits mostly activators | 380,000 tested, 0.007% active | AID 624172; note: potency is the fitted concentration of half-maximal effect; % of control where 0% means no effect
# DRD3 agonist: activates the human D3 dopamine receptor. AID 652048. 410,000 tested, 0.58% active. D3R DiscoveRx beta-arrestin cells, luminescence, 90 min. max activation, %. P35462; in the data active = max activation above about 30%; note: 0% is about no effect; mostly tested at two doses, the higher about 12 µM
#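 Agonist mode: compounds and dopamine controls were applied to plated cells for 90 min at 37 degrees C after an overnight attachment at 1500 cells/well. Luminescent read-out followed 30 - 60 minutes at room temperature with DiscoveRx detection reagent.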
# PLK1 PBD block: PLK1 (human) polo-box domain binding inhibition. P53350. Plk1 PBD binding of FITC phosphopeptide, fluorescence polarization. Potency, µM, for inactives: max response, negative = inhibition, actives largely listed as inhibitors. 360,000 tested, 2.8% active. AID 720504; note: potency is the fitted concentration of half-maximal effect; series mostly up to about 57 µM; % is set by controls: 0 for no effect and ±100 for the full control effect; nearly all actives have a fitted effect of over 65% in size
# PI5P4Ka inh: inhibitors of human PI5P4K alpha. P48426. PI5P4Kalpha enzyme, ADP-Glo luminescence, 60 min; hits give low values. max response, %. 330,000 tested, 1.2% active; active = max response of -50% or lower; inconclusive = between -30% and -50%; inactive = -30% or higher; note: value at the top dose of about 77 µM; % is set by controls: 0 for no effect and ±100 for the full control effect
#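 PI5P4Kalpha ADP-Glo assay; 5 microM ATP final; 60 min RT reaction; HEPES pH 7.4/EGTA/CHAPS, 5% DMSO; controls lacking substrate or enzyme; luminescent end-point.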
# An asterisk follows results filed as active; ? = inconclusive; . = not tested or not shown; [ ] = dose if it differs, or a comment. Unless noted, calls come from the whole dose curve; as a rule, active = well fitted curve in the direction sought with a large enough effect; inconclusive = small, poorly fitted or top-dose-only effect, or another doubt; inactive = no such curve, though single readings can be large; an effect the other way counts as inactive or inconclusive.
entry | Structure | GLP1R ag | GLP1R cytotox | GLP1R inv ag | DRD3 antagonist | PI5P4Ka inh | PLK1 PBD block | WRN inhibitor | DRD3 agonist | IL2 activator
1 | COc1ccc(CCN2C(=O)CC(NNC(=O)c3ccccc3Br)C2=O)cc1 (stereo unspecified) | 0% | -6% | 13% | -7 | -6 | 1% | -2% | 5 | -0.3
2 | Cc1ccc(Sc2cnn(-c3ccccc3)c(=O)c2Cl)cc1 | 5% | ? | ? | 0 | 18 | 0% | -11% | -7 | -0.4
3 | Cc1cccc(C)c1NC(=O)C(c1ccccc1F)n1c(=O)c(-c2ccco2)nc2ccccc21 (stereo unspecified) | . | -3% | -1% | -7 | -67* | ? | -12% | -2 | -0.1
4 | CC(=O)c1ccc(Sc2nnnn2-c2ccccc2)c([N+](=O)[O-])c1 | -14% | -38% | ? | 9 | -6 | -5% | -3% | 1 | -3.8
5 | COc1cc(-c2cc3nc(NCCOc4ccccc4)ccn3n2)cc(OC)c1OC | -7% | ? | ? | 20 | 6 | -1% | -16% | 5 | -0.9
6 | Cc1ccc2nc(-c3ccc(SCC(=O)Nc4ccc5c(c4)OCCO5)nc3)[nH]c2c1 | 1% | -5% | 12% | -3 | -15 | -2% | 0% | -4 | 0.5
7 | Cc1ccc(S(=O)(=O)N(C)c2ccc(OC(=O)c3cc(=O)[nH]c4ccccc34)cc2)cc1 | -1% | 6% | 8% | -20 | 3 | -5% | 8% | 0 | 0.0
8 | CCCCCC(=O)O/N=C(\C)c1ccn(S(=O)(=O)c2ccccc2)c1 | 9% | 21% | -2% | -14 | 3 | 2% | 6% | -5 | -2.2
9 | CC(C)[C@H](NC(=O)c1ccccc1F)C(=O)Nc1cccc(S(=O)(=O)N2CCOCC2)c1 | 6% | -1% | -9% | -17 | 0 | 2% | -1% | -7 | -2.3
10 | CCC(=O)N1CCc2cc(Br)cc(S(=O)(=O)N3CCCC(C(=O)Nc4ccc(C)c(F)c4)C3)c21 (stereo unspecified) | 3% | 3% | 9% | . | . | . | . | -7 | .
11 | O=C(COc1cccc(-n2cnnn2)c1)NCCC1=CCCCC1 | 0% | -17% | -3% | -5 | 1 | -5% | -2% | -5 | -0.3
12 | CCCc1nc2ccc(C(=O)OC)cn2c1Cc1cccc(F)c1 | 13% | -4% | -8% | 0 | 0 | -18% | -7% | -13 | -0.9
13 | COc1cc(-c2nc(C)c(C(C)=O)n2O)ccc1OCC(=O)Nc1ccc(Cl)cc1 | -3% | 3% | -24% | -6 | -19 | -6% | 3% | -2 | -0.6
14 | CCCCn1c(=O)c(CCC(=O)OCC(=O)NC(=O)NCCC(C)C)nc2ccccc21 | 19% | 8% | -3% | -21 | 0 | -10% | -1% | -5 | -1.7
15 | CCCCn1nc2cc(C(=O)NCc3cc(C(F)(F)F)cc(C(F)(F)F)c3)ccc2c1OCC | 15% | 3% | -2% | -17 | 1 | -6% | -28% | 3 | -2.1
16 | Cc1ccc(N/N=C2\CCS(=O)(=O)c3sccc32)cc1 | 15% | -28% | 4µM* | -11 | -9 | -2% | -2% | -3 | -1.5
17 | Cc1cc(C)cc(NC(=S)NC2CC3CCCC(C2)N3CC(C)C)c1 (stereo unspecified) | -5% | -9% | -12% | 16 | -5 | 2% | -8% | -5 | -0.6
18 | O=S1(=O)CCC(NC(=S)Nc2ccc(Cl)cc2)C1 (stereo unspecified) | 2% | -10% | 7% | -12 | -21 | -7% | -3% | -3 | -2.2
19 | CC(C)(C)n1nnnc1C(c1ccc(Cl)cc1)N1CCSCC1 (stereo unspecified) | -17% | -10% | ? | ? | -6 | -7% | 2% | -10 | 2.5
20 | Cn1c(SCC(=O)NCc2cccs2)nnc1-c1ccc(O)cc1 | 1% | -1% | -2% | 7 | -20 | 24µM* | 5% | -10 | -3.4
21 | CC(/C=N/n1c(-c2ccc(C)cc2)n[nH]c1=S)=C\c1ccco1 | -2% | -23% | 15% | ? | -24 | ? | ? | -4 | 0.0
22 | Cc1cccc(NS(=O)(=O)c2csc(C(N)=O)c2)c1C | -2% | 2% | -23% | 5 | 3 | -4% | -8%[57.1 µM] | 0 | -1.0
23 | COC(=O)C(C)N1C(=O)S/C(=C\c2ccc(-c3ccc(C(=O)O)cc3C)o2)C1=O (stereo unspecified) | -1% | 62%[activator] | 28% | 8 | ? | 30µM* | ? | 2 | -0.2
24 | COc1ccc(Nc2ncnc3sc(-c4ccccc4)cc23)cc1 | -8% | -24% | 0% | 12 | . | 3% | -19% | 5 | 0.2
25 | CC(=O)NC1(c2ccccc2)CCN(c2nc(C)cc(C)n2)CC1 | 10% | 1% | 36%[activator] | -20 | -5 | 2% | -4% | 3 | 0.3

# (further entries)
entry | Structure | GLP1R ag | GLP1R cytotox | GLP1R inv ag | DRD3 antagonist | PI5P4Ka inh | PLK1 PBD block | WRN inhibitor | DRD3 agonist | IL2 activator
26 | Cc1ccc(C(=O)N2c3ccccc3NC(=O)C2C)cc1 (stereo unspecified) | 2% | -19% | -28% | -7 | 8 | 1% | -1% | -10 | -2.0
27 | O=C(C1CCN(S(=O)(=O)N2CCC3(CC2)OCCO3)CC1)N1CCC(Cc2ccccc2)CC1 | -1% | 53%[activator] | -1% | -7 | . | -7% | 0% | 4 | -1.1
28 | Nn1c(SCc2nc3ccccn3c2Br)nnc1-c1cccnc1 | 5% | -1% | 1% | 0 | -5 | -16% | -32%[57.1 µM] | -8 | -2.4
29 | O=C(NCc1ccccc1Cl)c1csc([C@@H]2O[C@H](CO)[C@H](O)[C@H](O)[C@H]2O)n1 | -2% | -3% | -10% | -24 | -8 | 1% | 11% | -3 | 0.1
30 | C/C(=N\NC(=O)c1cc(C)oc1C)c1ccc2c(c1)OCO2 | 1% | 6% | 22% | -6 | -2 | -2% | 2% | 5 | 1.9
31 | CCN(C1CCCCC1)S(=O)(=O)c1ccc(S(=O)(=O)NCCc2ccncc2)cc1 | 9% | -17% | -15% | 5 | . | -7% | 1% | -11 | -3.4
32 | COc1cccc(CC(=O)NCC2(N3CCCCC3)CCCCC2)c1 | 5% | -8% | -9% | 2 | 1 | -7% | -3% | -5 | 0.0
33 | Cc1ccc(C(=O)Nc2c3c(nn2C(C)(C)C)CS(=O)(=O)C3)cc1C | 1% | 5% | 1% | 17 | . | -8% | 1% | -12 | -2.0
34 | Cc1cc(=O)[nH]c(NN=Cc2c(Cl)cccc2Cl)n1 | 2% | -17% | 16% | -17 | 1 | -2% | -10% | 5 | -0.6
35 | O=C(Cc1ccc(NC(=O)C2CCN(C(=O)C3CCC3)CC2)cc1)Nc1ccc(C(=O)N2CCOCC2)cc1 | 1% | -9% | -13% | 9 | -7 | -15% | -3% | 8 | 0.2
36 | COc1ccc(NC(=O)c2cccc(NC(=O)C3C4CC5OC(=O)C3C5C4)c2)c(OC)c1 (stereo unspecified) | 9% | -2% | -1% | -12 | -10 | -3% | -4% | 3 | 2.7
37 | O=C(N/N=C/c1ccc2cccc(OCc3ccccc3)c2n1)c1ccc(Cl)cc1 | -23% | -10% | ? | 30 | 1 | -2% | -3% | -7 | 2.6
38 | COc1cc(SC)ccc1C(=O)OCC(=O)NCCC1=CCCCC1 | 10% | 4% | -29% | 8 | 0 | -4% | 3% | -1 | 0.4
39 | COc1ccccc1C1=NOC(C)(c2sc(-c3ccccc3)nc2C)C1 (stereo unspecified) | -7% | 4% | 10% | 11 | 3 | -14% | 0% | -10 | 0.2
40 | CN(Cc1nc(CCc2ccccc2)no1)Cc1cccs1 | 7% | -1% | ? | -10 | 3 | -1% | 1%[57.1 µM] | -4 | 1.9
41 | CC(=O)Nc1ccc(NC(=O)C(C)OC(=O)c2ccc(S(=O)(=O)N3CCCCCC3)cc2)cc1 (stereo unspecified) | 5% | ? | ? | -12 | 4 | -14% | 10% | -5 | 0.1

# An excerpt from above in order of formula weight, lowest first:
entry | Structure | GLP1R ag | GLP1R cytotox | GLP1R inv ag | DRD3 antagonist | PI5P4Ka inh | PLK1 PBD block | WRN inhibitor | DRD3 agonist | IL2 activator
26 | Cc1ccc(C(=O)N2c3ccccc3NC(=O)C2C)cc1 (stereo unspecified) | 2% | -19% | -28% | -7 | 8 | 1% | -1% | -10 | -2.0
30 | C/C(=N\NC(=O)c1cc(C)oc1C)c1ccc2c(c1)OCO2 | 1% | 6% | 22% | -6 | -2 | -2% | 2% | 5 | 1.9
32 | COc1cccc(CC(=O)NCC2(N3CCCCC3)CCCCC2)c1 | 5% | -8% | -9% | 2 | 1 | -7% | -3% | -5 | 0.0
33 | Cc1ccc(C(=O)Nc2c3c(nn2C(C)(C)C)CS(=O)(=O)C3)cc1C | 1% | 5% | 1% | 17 | . | -8% | 1% | -12 | -2.0
38 | COc1cc(SC)ccc1C(=O)OCC(=O)NCCC1=CCCCC1 | 10% | 4% | -29% | 8 | 0 | -4% | 3% | -1 | 0.4
39 | COc1ccccc1C1=NOC(C)(c2sc(-c3ccccc3)nc2C)C1 (stereo unspecified) | -7% | 4% | 10% | 11 | 3 | -14% | 0% | -10 | 0.2
28 | Nn1c(SCc2nc3ccccn3c2Br)nnc1-c1cccnc1 | 5% | -1% | 1% | 0 | -5 | -16% | -32%[57.1 µM] | -8 | -2.4
29 | O=C(NCc1ccccc1Cl)c1csc([C@@H]2O[C@H](CO)[C@H](O)[C@H](O)[C@H]2O)n1 | -2% | -3% | -10% | -24 | -8 | 1% | 11% | -3 | 0.1
37 | O=C(N/N=C/c1ccc2cccc(OCc3ccccc3)c2n1)c1ccc(Cl)cc1 | -23% | -10% | ? | 30 | 1 | -2% | -3% | -7 | 2.6
41 | CC(=O)Nc1ccc(NC(=O)C(C)OC(=O)c2ccc(S(=O)(=O)N3CCCCCC3)cc2)cc1 (stereo unspecified) | 5% | ? | ? | -12 | 4 | -14% | 10% | -5 | 0.1
27 | O=C(C1CCN(S(=O)(=O)N2CCC3(CC2)OCCO3)CC1)N1CCC(Cc2ccccc2)CC1 | -1% | 53%[activator] | -1% | -7 | . | -7% | 0% | 4 | -1.1
35 | O=C(Cc1ccc(NC(=O)C2CCN(C(=O)C3CCC3)CC2)cc1)Nc1ccc(C(=O)N2CCOCC2)cc1 | 1% | -9% | -13% | 9 | -7 | -15% | -3% | 8 | 0.2
